# Screens from PubChem.
# RGS12 GoLoco inh – inhibitors of human Gai1-RGS12 GoLoco interaction (red fluorophore); 230,000 tested, 0.44% active; AID 880; Potency, µM (top dose mostly 61.6 µM), without a hit: at the highest dose activity, negative = inhibition, actives largely listed as inhibitors; Gai1:RGS12 GoLoco peptide FP, rhodamine, 10 min; P63096; active = well fitted inhibition curve with a large enough effect, not every such curve was filed as active; inactive = no such curve, though single readings can be large or run the other way; note: nearly all actives have a fitted effect of over 30% in size; many of its hits are not listed in these tables
# Target sequence (P63096 whole entry, looked up): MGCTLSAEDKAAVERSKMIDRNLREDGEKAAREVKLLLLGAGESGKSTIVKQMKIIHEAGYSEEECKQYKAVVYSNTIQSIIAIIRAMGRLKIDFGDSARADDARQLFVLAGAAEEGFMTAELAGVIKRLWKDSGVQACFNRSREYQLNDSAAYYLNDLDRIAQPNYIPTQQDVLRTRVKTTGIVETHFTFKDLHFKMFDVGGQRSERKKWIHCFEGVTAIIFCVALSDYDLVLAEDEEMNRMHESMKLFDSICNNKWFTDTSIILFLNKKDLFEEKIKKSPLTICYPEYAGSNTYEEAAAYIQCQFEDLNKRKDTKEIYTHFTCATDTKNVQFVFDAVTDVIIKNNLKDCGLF
# Tau fibril FP – inhibitors of human tau fibril formation; P10636; K18 P301L tau heparin fibrillization, Alexa594 FP, 6 h; Potency, µM (series often up to 57.7 µM), for the others: at the highest dose activity, negative = inhibition, most hits filed as inhibitors; 280,000 tested, 0.39% active; note: nearly all actives have a fitted effect of over 55% in size
# Target sequence (P10636 561-689 P618L limits assumed): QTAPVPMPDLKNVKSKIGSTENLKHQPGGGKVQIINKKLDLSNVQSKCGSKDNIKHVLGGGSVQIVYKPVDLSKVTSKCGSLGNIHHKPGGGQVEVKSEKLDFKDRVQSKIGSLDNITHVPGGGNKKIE
#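 Steps: dispense K18 P301L tau (15 uM plus 0.24 uM Alexa 594 tracer, final) in pH 7 sodium acetate; add compound; add heparin (20 uM final); incubate 6 hr, 37 C; add ThT (30 uM final); after 1 hr ambient, read FP.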
# RECQ1 helicase – RECQ1 (human) helicase inhibition. Potency, µM (doses to about 57.3 µM), for inactives: top-dose activity, negative = inhibition, hits mostly inhibitors. 240,000 tested, 0.54% active. RECQ1 DNA unwinding, red fluorescence kinetic read;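 note: plate controls were vehicle for no effect and no enzyme for full effect; nearly all actives have a fitted effect of over 30% in size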
#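 RECQ1T1 50 nM; forked duplex (20 bp + 30-nt ss tails) 200 nM, ATP 2 mM final; pH 8.0, 2 mM MgCl2, 2.5 ug/ml poly(dI-dC); 15 min compound preincubation; discontinuous kinetic read over 2 h at RT.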
# TRb-SRC2 inh – TRbeta-SRC2 interaction inhibition; Potency, µM (highest dose often 106 µM), for the others: at the top dose activity change, negative = inhibition, hits mostly inhibitors; P10828; 280,000 tested, 0.065% active; TRbeta-SRC2 peptide binding, fluorescence polarization; receptor liganded with 1 µM T3;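 note: plate controls were bound peptide for no effect and peptide without receptor for full effect; nearly all actives have a fitted effect of over 50% in size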
# Target sequence (P10828 whole entry, looked up): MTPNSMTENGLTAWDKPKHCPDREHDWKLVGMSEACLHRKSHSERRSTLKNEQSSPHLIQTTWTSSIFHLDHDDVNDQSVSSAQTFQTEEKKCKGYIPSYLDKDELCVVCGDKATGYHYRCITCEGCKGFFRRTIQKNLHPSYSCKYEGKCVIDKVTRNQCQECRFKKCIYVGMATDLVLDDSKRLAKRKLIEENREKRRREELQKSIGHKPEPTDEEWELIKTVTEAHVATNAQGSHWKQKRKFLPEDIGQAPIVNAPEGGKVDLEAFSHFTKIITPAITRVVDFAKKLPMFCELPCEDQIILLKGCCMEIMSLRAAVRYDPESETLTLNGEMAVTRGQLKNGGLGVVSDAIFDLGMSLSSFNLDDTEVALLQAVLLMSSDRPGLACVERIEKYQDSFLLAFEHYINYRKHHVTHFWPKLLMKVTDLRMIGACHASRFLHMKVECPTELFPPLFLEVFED
#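 Decrease in fluorescence polarization of 20 nM Texas Red SRC2 coactivator peptide flagged inhibition of its binding to 0.6 uM TRb LBD; 1 uM T3 included, incubation 5 hr, ex 555/em 632 nm.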
# KDM4E inh – inhibitors of human JMJD2E histone demethylase | Potency, µM (titrated, usually from 57.1 µM), inactives show at the top dose activity change, negative = inhibition, usual class: inhibitors | JMJD2E catalytic domain, FDH-coupled NADH fluorescence (FDH is formaldehyde dehydrogenase) | B2RXH2 | 230,000 tested, 1.6% active; active = well fitted inhibition curve with a large enough effect, not every such curve was filed as active; inconclusive = small, poorly fitted or top-dose-only effect, or another doubt; inactive = no such curve, though single readings can be large or run the other way;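 note: 0% = wells with enzyme and -100% = buffer wells without enzyme; nearly all actives have a fitted effect of over 50% in size; many of its hits are not listed in these tables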
# L3MBTL1 inh – blocks human L3MBTL1; AID 485360; Potency, µM (doses to about 57.1 µM), for inactives: at the top dose activity, negative = inhibition, actives largely listed as inhibitors; Q9Y468; 230,000 tested, 0.66% active; AlphaScreen L3MBTL1–H3K9me1 peptide binding; note: nearly all actives have a fitted effect of over 60% in size
#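 First, the protein-peptide complex forms for 30 min at room temperature (L3MBTL1 50 nM, biotinylated H3K9me1 peptide 75 nM). Next, compounds are pin-transferred and incubated 30 min. Finally, AlphaScreen beads are added and read after 30 min.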
# TR SRC2 fluor cs – counter-screen for TRb-SRC2 inhibitors: fluorescence interference; Potency, µM (titrated, usually from 106 µM), without a hit: at the highest dose fluorescence change, negative = quenching; TRb/SRC2 Texas Red total fluorescence interference; AID 1479; 280,000 tested, 0.29% active; active = well fitted curve in either direction with a large enough effect; inconclusive = small, poorly fitted or top-dose-only effect
#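 Human TRβ ligand-binding domain (0.6 uM) and Texas Red SRC2 peptide (20 nM) in Tris buffer with 1 uM T3 and 5% DMSO were incubated with pinned compound for 5 hr at ambient temperature. Total fluorescence was computed as S + 2P (555/632 nm).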
# Tau fibril ThT – inhibitors of human tau fibril formation, thioflavin T binding | 270,000 tested, 2.1% active | Potency, µM (series often up to 57.4 µM), for the others: at the top dose activity, negative = inhibition, actives largely listed as inhibitors | AID 1460 | P10636 | recombinant tau K18 P301L (four-repeat tau fragment), heparin-induced fibrillization, ThT fluorescence; note: nearly all actives have a fitted effect of over 55% in size
#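 In this qHTS, human K18 P301L tau is incubated with compound and heparin for 6 hr at 37 C, and Thioflavin T fluorescence then reports fibril load.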
# An asterisk follows results filed as active; i = inactive; ? = inconclusive; . = no result given; & = joins results of further samples; [ ] = another dose, or the depositor's remark. Unless noted, calls come from the whole dose curve; as a rule, active = well fitted curve in the direction sought with a large enough effect; inconclusive = small, poorly fitted or top-dose-only effect, or another doubt; inactive = no such curve, though single readings can be large; an effect the other way counts as inactive or inconclusive. Unless noted, % is set by controls: 0 for no effect and ±100 for the full control effect; potency is the fitted concentration of half-maximal effect.
SMILES,RGS12 GoLoco inh,Tau fibril FP,RECQ1 helicase,TRb-SRC2 inh,KDM4E inh,L3MBTL1 inh,TR SRC2 fluor cs,Tau fibril ThT
Cc1ccccc1Nc1scc(-c2ccc(Br)cc2)[n+]1-c1ccccc1C,1%,1%,-16%,-1%,1%,?,-2%,-16%
CCC(=O)NCc1nc2ccccc2n1Cc1ccccc1,.,-11%,.,2%,.,.,-2%,3%
COC(=O)C(=Nc1ccccc1)/C(C(=O)C(=O)N(C)c1ccccc1)=C(\O)c1ccc(Cl)cc1,3%,-2%,-4%,4%,?,11%,1%,?
CCN(CC)c1nn2c(=O)c(C(=O)NCCc3ccc(C)cc3)cnc2s1,.,-5%,.,-5%,.,.,-4%,2%
Cc1ccc(N=Nc2c(O)n(CN3CCOCC3)c3ccccc23)cc1,-5%,-6%,-7%,-7%,-6%,-2%,-2%,?
CN1CC2(Cc3c1ccc1ccccc31)C(=O)OC(C)(C)OC2=O,-11%,-2%,-3%,-16%,?,1%,-5%,?
CC(=O)c1ccc(Oc2ccc(C(=O)c3ccc(C)c(C)c3)cc2[N+](=O)[O-])cc1,32%[activator],1%,-8%,-7%,-5%,-8%,3%,1%
O=C(Nc1ccccc1)N1CCCC1c1cccs1 (centres undefined),7%,0%,-6%,-12%,0%,-4%,0%,-12%
Cc1ccc(CN2CCN(/N=C/C=C/c3ccccc3[N+](=O)[O-])CC2)cc1,-18%,8%,-18%,5%,?,?,-2%,?
Cc1cc(NCc2ccccc2)nc(-c2ccccc2O)n1,2%,?,-3%,-10%,?,66%[activator],-4%,?
COc1ccc(/C=N/Nc2nc(-c3cccc(S(=O)(=O)N4CCCC4)c3)cs2)cc1OC,13%,10%,-4%,5%,?,-10%,-3%,?
CS(=O)c1ccccc1COC(=O)Nc1cccc(Cl)c1 (centres undefined),2%,0%,-6%,-4%,5%,2%,0%,0%
Cc1ccc(OCC(=O)Nc2ccc3nc(SCC(=O)N4CCc5ccccc54)sc3c2)cc1,.,-2%,.,3%,.,.,-8%,?
CCN(CC)S(=O)(=O)c1ccc2oc(C(=O)Nc3cc(C)ccc3OC)c(C)c2c1,.,2%,.,-5%,.,.,0%,9%
O=C(CCc1ccccc1)NC(c1cccs1)c1cc(Cl)c2cccnc2c1O (centres undefined),4%,-5%,-11%,-1%,4%,0%,-2%,1%
COc1ccc(-n2ncc(C(=O)NCCCN3CCCCC3)c2C2CCN(C(=O)OC(C)(C)C)CC2)cc1,.,-4%,.,-5%,.,.,-3%,-5%
COc1ccccc1Nc1nnc(Cc2ccccc2)c(=O)[nH]1,1%,-13%,i,-5%,13%,.,-1%,0%
CC(=O)Nc1ccc(S(=O)(=O)NCC(=O)OCC(=O)NC(=O)c2cccn2C)cc1,-1%,-6%,0%,0%,-18%,.,-4%,?
CCOC(=O)CCCNC(=O)CN1C(=O)NC2(CCCCCC2)C1=O,-15%,1%,-11%,2%,5%,5%,0%,0%
O=C(NCc1ccccn1)C1CCCN(S(=O)(=O)c2ccccc2)C1 (centres undefined),8%,-1%,-12%,-6%,1%,9%,-2%,-7%

# Profiles from above. Order of values: RGS12 GoLoco inh | Tau fibril FP | RECQ1 helicase | TRb-SRC2 inh | KDM4E inh | L3MBTL1 inh | TR SRC2 fluor cs | Tau fibril ThT
# Shown for COc1ccc(-n2ncc(C(=O)NCCCN3CCCCC3)c2C2CCN(C(=O)OC(C)(C)C)CC2)cc1 : . | -4% | . | -5% | . | . | -3% | -5%
# Shown for CCOC(=O)CCCNC(=O)CN1C(=O)NC2(CCCCCC2)C1=O : -15% | 1% | -11% | 2% | 5% | 5% | 0% | 0%

# Following part:
SMILES,RGS12 GoLoco inh,Tau fibril FP,RECQ1 helicase,TRb-SRC2 inh,KDM4E inh,L3MBTL1 inh,TR SRC2 fluor cs,Tau fibril ThT
CC1(C)CC(=O)C(C2=NC3(CCCCCC3)Cc3ccccc32)=C(O)C1,6%,1%,-2%,4%,3%,-5%,-2%,-9%
CC(=O)c1cccc(NC(=O)N2C3CCC2CC(NC(=O)C2CC2)C3)c1 (centres undefined),5%,1%,7%,2%,5%,8%,0%,-5%
CCc1ccccc1NC(=O)c1nnn(Cc2ccc(Cl)cc2)c1N,.,?,.,0%,.,.,-2%,12%
COC(=O)c1ccccc1C(=O)N1CCOCCOCCOCC1,-12%,6%,-14%,-8%,0%,7%,-3%,-7%
COc1ccc(C)cc1NC(=O)NCCC1=CCCCC1,-15%,16%,-8%,1%,2%,1%,0%,-1%
C/C(=N/N1CCN(c2ccccc2)CC1)c1cccc([N+](=O)[O-])c1,4%,11%,-1%,-5%,104%[activator],?,-1%,?
COc1cc(C2C3CN(C)CC=C3C(C#N)=C(N)C2(C#N)C#N)ccc1OC(C)C (centres undefined),15%,?,i,-4%,?,-2%,-2%,?
CCCCN(CCCC)CCNC(=O)CNC(=O)c1cccs1,-58%,-6%,8%,3%,1%,.,1%,2%
NC(=O)Nc1ccc(C(=O)OCC(=O)N(Cc2ccccc2)C2CCS(=O)(=O)C2)cc1 (centres undefined),4%,-7%,-2%,12%,2%,.,1%,-6%
O=C(CSc1n[nH]c(=O)[nH]c1=O)Nc1ccccc1C(=O)c1ccccc1,7%,-1%,-3%,6%,-9%,0%,0%,-18%
CC1=C(C#N)C(c2ccc3ncccc3c2)C(C#N)=C(C)N1,-5%,-2%,1%,-3%,3%,1%[11.4 µM],-1%,-13%
COc1ccc(/C=C2\SC(=S)N(NC(=O)c3csc4c3CCCC4)C2=O)cc1,1%,6%,4%,-3%,5%,-3%,-1%,?
CCCOc1ccc(C(=O)N(Cc2cccs2)C2CCS(=O)(=O)C2)cc1 (centres undefined),.,-2%,.,3%,.,.,-2%,2%
S=c1[nH]nc(-c2cccs2)n1/N=C/c1cn(-c2ccccc2)nc1-c1ccccc1,-8%,-5%,i,4%,3%,-21%,-4%,?
COc1ccc(-c2nc(C(=O)O)cs2)cc1OC,11%,3%,-10%,-6%,-6%,-11%,-2%,6%
O=C(c1ccc(Cl)cc1)N1CCCCC(Cl)C1=O (centres undefined),-2%,4%,-19%,6%,-1%,10%,0%,5%
O=C(O)C(C(=O)O)=C1C2CC3CC(C2)CC1C3,2%,10%,-4%,1%,0%,10%,2%,9%
Cc1cc(C)nc(/N=C2\NC(=O)CC3C(=O)NCCN23)n1 (centres undefined),-7%,4%,3%,6%,-1%,3%,1%,10%
COc1ccccc1CNC(=O)c1ccc2c(c1)N(Cc1c(F)cccc1Cl)C(=O)CS2,.,-7%,.,0%,.,.,-2%,-8%
Cc1ccc(C(=O)SC2=NCCS2)cc1,7%,2%,-1%,-1%,1%,9%[11.4 µM],-4%,?

# An excerpt from above with just Tau fibril FP and RECQ1 helicase:
SMILES | Tau fibril FP | RECQ1 helicase
Cc1cc(C)nc(/N=C2\NC(=O)CC3C(=O)NCCN23)n1 (centres undefined) | 4% | 3%
O=C(O)C(C(=O)O)=C1C2CC3CC(C2)CC1C3 | 10% | -4%
COc1ccc(-c2nc(C(=O)O)cs2)cc1OC | 3% | -10%
CC1=C(C#N)C(c2ccc3ncccc3c2)C(C#N)=C(C)N1 | -2% | 1%
O=C(c1ccc(Cl)cc1)N1CCCCC(Cl)C1=O (centres undefined) | 4% | -19%

# (listing goes on)
SMILES,RGS12 GoLoco inh,Tau fibril FP,RECQ1 helicase,TRb-SRC2 inh,KDM4E inh,L3MBTL1 inh,TR SRC2 fluor cs,Tau fibril ThT
Cc1ccccc1C(=O)NC(=S)Nc1ccc2[nH]c(=O)[nH]c2c1,6%,7%,-5%,2%,0%,-1%,-1%,-4%
CCCCN(CC)S(=O)(=O)c1ccc2c(c1)n(C)c(=O)c(=O)n2C,0%,2%,-4%,1%,?,.,-1%,.
O=C(NCc1ccc(Cl)cc1)c1ccc2c(c1)NC(=O)C(CS(=O)(=O)Cc1ccc(F)cc1Cl)N2 (centres undefined),.,?,.,-6%,.,.,-1%,?
CCOC(=O)C1=C(N)n2c(s/c(=C\c3cccs3)c2=O)=C(C(=O)OCC)C1c1cccs1 (centres undefined),7%,0%,-3%,1%,-2%,-2%,-1%,-11%
C1CCc2nnc(-c3nnc4n3CCCCC4)n2CC1,5%,-12%,-7%,-21%,2%,0%,3%,6%
CC(=O)C1=C(O)C(=O)N(c2ccc(Br)cn2)C1c1ccc(Br)cc1 (centres undefined),8%,4%,-5%,-7%,?,0%,-2%,?
Cc1ccc(-n2c(O)c(/C=N/n3cnnc3)c3ccccc3c2=O)cc1,2%,-3%&6%,-4%&12%,-3%&5%,?,-5%&-2%,-2%&-1%,-24%&-9%
CC(C)Nc1nnc(Sc2ccc(Cl)cc2[N+](=O)[O-])s1,0%,16%,-8%,3%,-2%,-16%,-2%,-12%
COc1ccc2cc(C(=O)C3CCCN(C(=O)CCc4ccccn4)C3)ccc2c1 (centres undefined),-4%,3%,18%,-3%,?,-3%,1%,-10%
Cc1c(C#N)c(N)nc2c3c(sc12)NC(=O)CC3c1ccc(F)cc1 (centres undefined),-4%,0%,-5%,0%,0%,-14%,0%,4%
O=[N+]([O-])c1ccc(N2CCN(C(=S)Nc3ccccc3)CC2)cc1,6%,-13%,-15%,-10%,-1%,.,-7%,-17%
CCOC(=O)c1ccccc1NC(=O)N1CCc2c(sc(C)c2CC)C1c1ccccc1 (centres undefined),.,-10%,.,6%,.,.,-1%,-3%
CCOC(=O)Cn1c(-c2ccccc2)nc2ccccc2c1=O,-10%,-15%,i,-5%,2%,20%,1%,-17%
CC(=O)c1ccc(NC(=O)Cn2nc(C)cc2C)cc1,-5%,-3%,-12%,3%,-4%,-5%,-1%,-2%
CCC1C(=O)N=C(SCC(=O)Nc2cccc3ccccc23)NC1=O (centres undefined),8%,-6%,-6%,-1%,1%,1%,-4%,-13%
COc1ccc2c(c1)c(CC(=O)Nc1ccccc1OC)c(C)n2C(=O)c1ccc(Cl)cc1,9%,-6%,-15%,-4%,-3%,-3%,-2%,-12%
CCCCC(c1nnnn1CCOC)N1CCN(C)CC1 (centres undefined),0%,3%,-1%,-4%,6%,4%,-4%,-14%
COC(=O)c1ccc(CSc2nc3c([nH]c4ccccc43)c(=O)n2-c2ccc(F)cc2)o1,.,-8%,.,5%,.,.,2%,5%
Cc1[nH]c2ccccc2c1-c1nc2ccccc2[nH]1,7%,17%,-4%,10%,?,-10%,-8%,?

# The list is partial; count on the stated rates, not on these rows.
